# iPSC survival up – increases survival of single human iPS cells | hit rate 0.044% among 360,000 | hiPSC single-cell survival, ATPlite luminescence; 100% = ROCK inhibitor wells, 0% = DMSO | survival enhancement, % at 20 µM; in the data active = survival enhancement above about 18%;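 note: cells exposed to compounds for 16 hours before the ATP read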
# N-glyco inh – N-linked glycosylation inhibition. hit rate 0.23% among 360,000. reporter increase, % at 12.5 µM. D54 ERlucT glycosylation luciferase reporter, 24 h; percent of 100 nM tunicamycin response. AID 588692;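 active = mean luciferase reporter signal, scaled so untreated is 0 and the glycosylation-blocking control 100, at or above a set limit in every replicate; inconclusive = mean reaches the limit but not every replicate does; inactive = mean below the limit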;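 note: luciferase carries N-glycosylation sites so blocking glycosylation raises the light; 0% = median of neutral control wells and 100% = median of 100 nM tunicamycin wells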
# MC4R barr agon – activates human MC4R beta-arrestin recruitment; P32245; U2OS MC4R beta-arrestin complementation, luminescence; percent of melanotan II response, DMSO zero; activation, % at 8.9 µM; hit rate 0.98% among 360,000; AID 540308;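 active = activation above a per-plate cutoff, the mean activation of sample wells on that plate plus 3 SD, cut at about 8% in these data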
# m5-HT2A agonist – activates the mouse 5-HT2A serotonin receptor; P35363; CHO-K1 mHTR2A beta-arrestin complementation, luminescence; percent of 30 µM serotonin response; activation, % at 7.6 µM; hit rate 0.66% among 360,000; AID 624169;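 active = activation above a run cutoff, the mean activation of all tested compounds plus 3 SD, cut at about 14% in these data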;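 note: 0% = plate median of compound wells and 100% = 30 µM serotonin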
# ABHD5-PLIN5 inh – blocks binding of human ABHD5 to perilipin-5. Q00G26+Q8WTS1. hit rate 0.78% among 360,000. inhibition, % at 4 µM. Split G. princeps luciferase complementation, luminescence, 4 h. AID 602281;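 active = inhibition above the mean inhibition across every tested compound plus 3 SD, cut at about 22% in these data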;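 note: 0% = DMSO only wells and the 100% control is not disclosed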
# Exocytosis inh – lytic granule exocytosis inhibition | AID 651702 | hit rate 0.66% among 360,000 | TALL-104 LAMP-1 surface exposure, flow cytometry; cells stimulated with thapsigargin and PMA | inhibition, % at 10 µM;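 active = inhibition above about 55%, limit read from the data; inconclusive = no clear call, values can overlap the other calls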
# ABCB6 inh MLPCN – inhibitors of human ABC transporter ABCB6; K562-ABCB6 porphyrin accumulation, flow cytometry, 1 h; hits give low values; fluorescence ratio to DMSO, % at 10 µM; hit rate 0.19% among 360,000;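 active = fluorescence ratio to DMSO below 75%, the collection mean minus 3 SD; inconclusive = too few cells collected in the well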;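 note: signal is porphyrin accumulated inside mitochondria; 100% equals median channel fluorescence of DMSO control wells; lower ratio means ABCB6 inhibition with less porphyrin fluorescence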
# Target sequence (Q9NP58 whole entry, looked up): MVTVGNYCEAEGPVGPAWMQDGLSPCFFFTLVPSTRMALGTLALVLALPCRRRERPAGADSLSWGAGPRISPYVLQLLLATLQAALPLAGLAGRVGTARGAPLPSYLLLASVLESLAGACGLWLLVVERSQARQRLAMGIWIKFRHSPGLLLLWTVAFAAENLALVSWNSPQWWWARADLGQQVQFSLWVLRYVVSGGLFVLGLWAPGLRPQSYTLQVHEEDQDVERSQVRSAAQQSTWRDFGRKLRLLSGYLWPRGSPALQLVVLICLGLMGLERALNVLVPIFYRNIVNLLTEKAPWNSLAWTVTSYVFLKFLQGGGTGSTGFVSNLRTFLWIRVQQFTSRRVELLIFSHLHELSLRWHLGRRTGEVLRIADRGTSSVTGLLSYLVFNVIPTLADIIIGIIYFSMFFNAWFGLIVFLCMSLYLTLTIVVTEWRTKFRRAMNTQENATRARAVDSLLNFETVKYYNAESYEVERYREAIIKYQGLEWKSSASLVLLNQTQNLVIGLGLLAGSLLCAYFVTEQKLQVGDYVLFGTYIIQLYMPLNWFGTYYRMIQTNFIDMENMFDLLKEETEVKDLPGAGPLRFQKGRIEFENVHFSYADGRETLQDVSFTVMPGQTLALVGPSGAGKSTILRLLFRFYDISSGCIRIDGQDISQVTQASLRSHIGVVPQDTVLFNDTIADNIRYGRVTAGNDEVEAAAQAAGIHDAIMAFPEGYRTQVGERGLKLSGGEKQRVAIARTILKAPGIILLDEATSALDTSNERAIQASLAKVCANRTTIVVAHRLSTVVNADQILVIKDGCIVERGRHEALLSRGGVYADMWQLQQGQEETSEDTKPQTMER
# H9c2 protect – myocardial damage modulation in H9c2 cells | H9c2 cardiomyocytes, H2O2 injury protection, ATPLite, 2 h | protection from H2O2 cell death, % at 20 µM | hit rate 0.63% among 360,000;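 active = compounds giving at least 50% protection of heart cells from peroxide-induced death in the single-dose screen, raw or plate-pattern-corrected value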;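 note: 0% = DMSO wells with peroxide and 100% = DMSO wells without peroxide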
# MC4R antagonist – antagonists of human melanocortin 4 receptor (MC4R). P32245. MC4R-expressing cells, MTII-stimulated cAMP, LANCE TR-FRET. inhibition, % at 6.5 µM. hit rate 0.48% among 360,000;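 active = inhibition above its plate's cutoff, the mean of tested wells on that plate plus 3 SD, cut at about 29% in these data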;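 note: 0% = Melanotan II alone and 100% = Melanotan II plus saturating MCL0020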
#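 Assay system: U2OS-MC4R stable cell line; Also added: Melanotan II; Technique: Eu-cAMP/anti-cAMP TR-FRET, emission 671 nm; Times: 30-min compound, 1-h challenge, 1-h detection, room temperature.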
# aDG glyco act – increases alpha dystroglycan glycosylation | Pro5-aDG cells, alpha-DG glycosylation AlphaScreen (IIH6); 0% Pro5, 100% B10-LARGE cell signal | activation, % at 10 µM | hit rate 0.22% among 360,000;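 active = activation of at least 8% versus controls, or a plate z-score of at least 8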;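 note: Pro5 are CHO cells carrying HIG-tagged alpha-DG that lacks glycosylation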
# The depositor's hits bear a star; u = inconclusive.
cpd	canonical_smiles	iPSC survival up	N-glyco inh	MC4R barr agon	m5-HT2A agonist	ABHD5-PLIN5 inh	Exocytosis inh	ABCB6 inh MLPCN	H9c2 protect	MC4R antagonist	aDG glyco act
1	CNC(=S)/N=C(/Nc1ccccc1)c1ccccc1	-0.6	1	-4.1	1	2	2	101	-6	-5	0.1
2	CN1C(=O)c2ccc(NC(=O)C3CCCCC3)cc2C1=O	0.5	2	1.2	0	4	5	91	0	-2	-0.3
3	C[C@H](NC(=O)c1[nH]cnc1C(=O)Nc1ccccc1)C(=O)OC(C)(C)C	-0.6	0	3.7	5	-2	-4	101	5	5	0.2
4	COc1cc(/C=C2/SC(=S)N(CC(=O)O)C2=O)ccc1OCC(=O)Nc1ccc(C)c(C)c1	1.0	1	-4.1	0	-2	3	101	-3	2	-0.2
5	Cc1ccc(S(=O)(=O)CCc2nnc(NC(=O)C3CCCCC3)s2)cc1	0.0	3	-1.4	1	-2	-1	96	-3	13	0.3
6	NC(=S)NN=C1c2ccccc2-c2ccccc21	-0.2	4	0.3	7	-4	19	99	-5	-9	-0.2
7	O=C(NCC1CCCN(C(=O)c2cccnc2)C1)c1ccc(-c2ccccc2)cc1 (stereo unspecified)	0.1	1	-1.9	-6	-3	-1	100	6	9	-0.3
8	CN1CCN(c2nc(-c3ccc(Cl)cc3)nc3ccccc23)CC1	0.3	-25	1.8	-12	14	44	100	11	10	0.0
9	Cc1ccc(NC(=O)CN2CCOCC2)cc1S(=O)(=O)N1CCCCC1	-0.3	1	0.8	-5	1	1	99	-4	9	-0.2
10	Cc1cc(C)nc(SC2c3cccc4cccc(c34)C2NS(=O)(=O)c2ccccc2)n1 (stereo unspecified)	-1.1	6	0.1	-2	-2	-2	97	-4	2	0.1
11	O=C(Nc1nccs1)c1ccc(COc2c(F)c(F)cc(F)c2F)o1	-0.2	-1	-3.0	0	-3	-8	97	-2	16	0.3
12	O=C(Nc1cccc(C(F)(F)F)c1)c1csc([C@@H]2O[C@H](CO)[C@@H](O)[C@H]2O)n1	2.6	4	-0.6	0	5	-1	95	-6	4	-0.1
13	NC(Cc1ccc(C(F)(F)F)cc1)c1csc(Nc2cnccn2)n1 (stereo unspecified)	-1.8	1	1.8	-2	10	0	95	1	-4	1.8
14	COCC(C)n1c(SCc2ccc(C(=O)OC)o2)nc2ccccc2c1=O (stereo unspecified)	-1.5	0	2.0	-1	-10	0	101	8	0	-0.2
15	CC1=Nc2ccccc2/C1=C\c1nc(-c2ccc(F)cc2)oc1O	-0.9	-1	0.2	5	4	76*	101	-9	-1	-0.1
16	COc1ccccc1NC(=O)Nc1nc(CC(=O)NCc2ccc(F)cc2)cs1	0.0	-1	0.4	0	2	-9	92	27	7	-0.5
17	O=C(CN1CCCC1)N1c2ccccc2Sc2ccc(C(F)(F)F)cc21	-0.2	-4	2.0	-3	-1	-5	99	-6	4	-0.1
18	Cc1ccc(CN2C(=O)CCC2C(=O)NCc2ccccc2Cl)cc1 (stereo unspecified)	-0.3	-1	-2.4	-3	4	u	98	7	2	0.5
19	COc1ccc(C(=O)NC(C)c2csc(C)n2)cc1OC1CCN(C(C)=O)CC1 (stereo unspecified)	-0.4	0	1.3	-2	0	-1	96	1	-1	-0.1
20	CC(C)n1nc(C(=O)Oc2cccc(Cl)c2Cl)c2ccccc2c1=O	1.8	1	0.1	2	7	-2	98	-10	3	0.3
21	Cc1cccc(C(=O)NN/C=C/C(=O)c2ccccc2)c1	0.0	1	0.4	6	-8	-3	102	20	-6	0.2
22	CCOC(=O)N1CCC(NC(=O)C2CCN(C(=O)N3CCOc4ccccc43)CC2)CC1	2.7	0	-1.1	7	-2	0	95	5	-3	0.2
23	O=C(CCNC(=O)C1CCN(S(=O)(=O)c2ccc(F)cc2)CC1)NCc1ccccc1	-0.5	1	-2.4	5	0	-3	100	2	6	0.3
24	COc1ccc(C2C(C#N)=C(N)Oc3cc4c(cc32)OCO4)cc1 (stereo unspecified)	0.0	-2	-1.2	7	4	-5	103	1	-2	0.4
25	O=C(COC(=O)CNC(=O)c1ccc(Br)cc1)Nc1nnc(-c2ccccc2)o1	0.7	-2	-3.7	4	7	-5	103	11	5	-0.1
26	CCOC(=O)/C(C#N)=C/Nc1cc(C(=O)OCC)cc2c(OC)c(OC)ccc12	-1.0	-2	2.2	5	1	-2	92	1	23	-0.2
27	CC1CCCN(CCCNC(=O)C2CC(=O)N(CCc3ccccc3)C2)C1 (stereo unspecified)	0.5	-2	-2.0	3	-1	-5	96	5	5	-0.3
28	Cc1ccc(SCc2ccc(C(=O)NCc3cccnc3)cc2)cc1	0.2	-8	-1.2	-2	1	-1	91	-17	4	0.4
29	CCCCC1(CC(=O)OCC)C(=O)N(c2ccccc2)N(c2ccccc2)C1=O	0.3	-4	1.0	3	0	1	92	-4	9	-0.2
30	C/C(=N\NC(=O)c1c(Br)c(C)nn1C)c1cccc(NC(=O)C2CCC2)c1	-3.1	2	0.1	1	-9	-2	95	8	4	0.3

# (more compounds)
cpd	canonical_smiles	iPSC survival up	N-glyco inh	MC4R barr agon	m5-HT2A agonist	ABHD5-PLIN5 inh	Exocytosis inh	ABCB6 inh MLPCN	H9c2 protect	MC4R antagonist	aDG glyco act
31	Cc1ccnc(N2CCCC(C(=O)Nc3nnc(C)s3)C2)n1 (stereo unspecified)	-2.3	0	-0.9	-5	-3	-1	99	5	11	0.0
32	O=C(Cc1cccs1)N/N=C/C(Br)=C/c1ccccc1	-0.3	4	4.8	-3	15	2	101	-15	-12	0.3
33	COC(=O)c1ccc2c(c1)N(C)CCS2	-1.8	0	-1.5	-6	4	-2	101	-2	-2	0.3
34	O=C(Cn1ncc2c(=O)oc3ccccc3c21)N1CCCN(Cc2ccccc2F)C1	4.2	3	0.6	2	4	18	78	19	6	-0.1
35	Cc1ncc([N+](=O)[O-])n1CCOC(=O)NC(NCc1ccccc1Cl)C(Cl)(Cl)Cl (stereo unspecified)	-2.9	-1	-0.2	2	10	-2	95	-10	-1	0.3
36	C/C(=N\NC(=O)CCC(=O)NCc1ccccc1)c1ccco1	-0.5	1	0.5	-4	4	-1	97	0	10	-0.2
37	O=C1CC[C@@H](C(=O)N2CSC[C@@H]2C(=O)Nc2ccc(C(F)(F)F)cc2)N1	-1.6	-8	3.0	9	0	8	97	9	7	-0.3
38	CC1(C)CC(=O)C(C=NCCN2CCN(C(=S)NC3CCCCC3)CC2)=C(O)C1	4.3	1	-0.7	2	3	3	96	5	6	-0.3
39	Cc1cc(C)c(C#N)c(Nc2ccc3c(c2)OCCO3)n1	0.4	1	0.4	4	1	0	100	23	0	0.0
40	CC(C)N1CCOC1c1ccccc1 (stereo unspecified)	4.9	-1	-0.4	3	5	-5	101	1	3	0.2
41	O=C(Nc1cc(=O)[nH]c(=O)[nH]1)c1cc(Cl)ccc1Cl	-0.4	20	-2.9	9	4	2	109	4	-27	-0.3
42	Cc1ccc2c(c1)N(Cc1ccc3c(c1)OCO3)C(=O)C(C)O2 (stereo unspecified)	2.0	-1	0.8	-3	-7	5	98	0	-1	0.0
43	COc1ccc(C2CC(c3ccccc3)Nc3nc(N)nn32)cc1 (stereo unspecified)	-3.1	0	0.3	2	-1	1	102	0	17	-0.1
44	O=C(Nc1ccc(Cl)c(Cl)c1)c1ccc(Cn2cc(Cl)cn2)cc1	1.6	-5	3.8	-4	-12	8	105	-25	4	4.3
45	CC1(c2ccc3ccccc3c2)NC(=O)NC1=O (stereo unspecified)	-0.3	2	0.0	-3	2	6	96	8	-5	-0.2
46	O=C(NCc1cccnc1)C1CCCN(S(=O)(=O)c2ccc(Cl)cc2)C1 (stereo unspecified)	0.9	-1	-1.0	-1	-2	-2	93	2	0	-0.1
47	Cc1cccc(CC(=O)Nc2c3c(nn2-c2cccc(Cl)c2)CS(=O)C3)c1 (stereo unspecified)	-2.4	0	2.1	2	-3	-1	83	2	5	0.2
48	COc1ccc(CNC(=O)CCc2ccc(S(=O)(=O)N3CCCCCC3)cc2)cc1OC	0.0	1	-2.8	1	4	-7	101	2	8	0.6
49	O=C(CCNC(=O)c1ccco1)NCc1ccc(F)cc1	0.0	1	-0.2	1	3	-2	91	0	3	-0.1
50	CC(=O)C[C@@H](O)CC(=O)[C@H]1OC(=O)CCCCCCc2ccccc21	-3.3	0	-1.1	1	-7	58*	93	4	4	0.0
51	CCOC(=O)C1(Cc2cccc(Cl)c2)CCCN(C(=O)c2cc(CC)on2)C1 (stereo unspecified)	0.2	-1	-1.2	1	-2	0	92	-5	4	0.7
52	COc1ccc(C(=O)N2CCCc3ccccc32)cc1OC	1.0	2	0.2	-6	4	-1	96	0	10	0.0
53	CC1(C)Cc2c(sc3ncnc(NNC(=S)NCc4ccccc4)c23)CO1	1.7	22	-4.0	-1	-5	-2	100	4	-5	-0.4
54	O=C(C1CCN(S(=O)(=O)c2cccc3nsnc23)CC1)N1CCCc2ccccc21	-1.4	-6	0.1	-4	1	8	92	9	3	0.2
55	O=C(Nc1ccncc1)Nc1ccc(Cl)cc1	0.5	-1	0.0	2	-5	0	97	-7	0	1.0
56	Cc1nnc(CN(C)C(=O)c2cc(COc3ccc(C)c(C)c3)on2)o1	0.1	0	0.4	7	-5	-10	96	-1	13	0.8
57	O=C(COc1ccc2ccccc2c1)NC1=NCCS1	-3.3	0	-1.8	-5	-2	1	96	-7	7	0.1
58	O=C(Cc1ccccc1)Nc1ccnn1C1CCN(Cc2ccc(CO)o2)CC1	-0.4	-1	-3.6	0	3	-3	99	2	3	0.0
59	CC(C)(C)c1ccc(OCc2nc(-c3ccccn3)no2)c(Br)c1	0.8	-1	7.1	-2	-13	5	98	-19	5	0.3
60	COc1cc(C(=O)NNC(=O)c2ccc(F)cc2)ccc1OCC(=O)N1CCOCC1	-0.2	0	1.8	3	0	2	98	2	-1	-0.2

# Next entries follow:
cpd	canonical_smiles	iPSC survival up	N-glyco inh	MC4R barr agon	m5-HT2A agonist	ABHD5-PLIN5 inh	Exocytosis inh	ABCB6 inh MLPCN	H9c2 protect	MC4R antagonist	aDG glyco act
61	COc1ccc(CNC(=O)N2[C@H]3CC[C@@H]2C=C(c2ccc(F)cc2OCc2ccccc2)C3)cc1OC	-1.7	-14	-0.6	-2	6	-1	98	12	10	0.2
62	O=S(=O)(N[C@H]1C[C@@H](NS(=O)(=O)OCC(Cl)(Cl)Cl)C2CCCCC21)OCC(Cl)(Cl)Cl (stereo partly specified)	-1.7	-2	5.0	-1	4	-4	99	-28	-6	0.1
63	COc1ccccc1Nc1nc(-c2cccs2)cs1	-1.0	-7	-1.0	-4	-14	0	111	-10	6	0.2
64	NCCCC[C@H]1CNC(=S)N1CC1(c2ccccc2)CC1	-2.4	2	0.6	6	-2	-5	98	1	-4	0.0
65	O=S(=O)(NC(=NC1CCCCC1)c1ccccc1F)c1ccccc1	0.5	-1	-1.0	1	-6	-5	100	-6	10	0.1
66	Cc1ccc(C(=O)O/N=C(\N)c2ccc(Br)cc2)cc1	-2.3	-2	5.1	1	2	6	98	-16	-1	0.5
67	O=C(NC1CCCCCC1)C1CCN(C(=O)Cc2ccccc2)CC1	3.7	0	-0.7	-2	4	-2	100	0	-4	0.0

# Source: PubChem BioAssay (several laboratories)
